S-ASM inh = human S-ASM enzyme inhibition; P17405; placental ASM, HMU-PC fluorogenic substrate, 60 min; Potency, µM (series often up to 57.5 µM), inactives show top-dose activity change, negative = inhibition, hits mostly inhibitors; hit rate 0.006% among 340,000; AID 504937; also: potency is read from the fitted curve at half-maximal effect
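Steps: dispense placental human ASM, pin compound, wait 10 min at room temperature, add HMU-PC0 substrate at 9 uM final, incubate 60 min at 37 °C, add stop solution raising pH to 10, read fluorescence.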
Menin-MLL TR inh = menin-MLL binding inhibition, Texas Red mutant peptide | O00255 | Menin + Texas Red MLL mutant peptide, fluorescence polarization | Potency, µM (titrated, usually from 61.6 µM), inactives show at the top dose FP activity change, negative = inhibition, usual class: inhibitors | hit rate 0.23% among 270,000; active = well fitted inhibition curve with a large enough effect in the polarisation, with a control signal flat, not every such curve was filed as active; inconclusive = small, poorly fitted or top-dose-only effect, or effect the other way, or a change in a side signal; inactive = no such curve, though single readings can be large or run the other way; the % refers to the polarisation; also: potency is read from the fitted curve at half-maximal effect; % of control where 0% means no effect; many of its hits are not listed in these tables
TCR activator = T cell receptor activation; AID 504894; primary human leukocytes, anti-CD3, IL-2 HTRF, 48 h; 330,000 tested, under 10 active; Potency, µM (doses to about 9.22 µM), inactives show at the top dose activation of IL-2 secretion, actives largely listed as activators; also: % of control where 0% means no effect
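HTRF read-out of IL-2 secretion: europium cryptate donor excited at 320nm, d2 acceptor emission at 665nm. Cells were primary human leukocytes incubated 48 hr with compounds and a-CD3 beads, supplying TCR signal only.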
MLL CXXC-DNA inh = MLL CXXC-DNA interaction inhibition. Q03164. MLL-CXXC / FITC-HOXA9 DNA fluorescence polarization. Potency, µM (top dose mostly 115 µM), inactives show at the highest dose activity change, negative = inhibition, hits mostly inhibitors. hit rate 0.037% among 290,000. AID 2662; active = well fitted inhibition curve with a large enough effect in the polarisation, with a control signal flat, not every such curve was filed as active; inconclusive = small, poorly fitted or top-dose-only effect, or effect the other way, or a change in a side signal; inactive = no such curve, though single readings can be large or run the other way; the % refers to the polarisation; also: potency is read from the fitted curve at half-maximal effect
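Steps: dispense CXXC domain solution (7 uM) → pin compounds or unlabeled HOX-A9 DNA control → 5 min ambient → add FLSN-HOX-A9 solution (50 nM) → spin → 30 min ambient → fluorescence polarization. Tris pH 7.5/NaCl/DTT/BSA buffer.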
MBNL1-CUG inh = blocks human MBNL1 binding to CUG repeat RNA. Q9NR56. Potency, µM (doses to about 57.5 µM), without a hit: at the highest dose activity change, negative = inhibition, most hits filed as inhibitors. hit rate 0.036% among 280,000. TR-FRET MBNL1-His/biotin-(CUG)12 binding, 665/545 ratio; active = well fitted inhibition curve with a large enough effect in the signal ratio, with a control signal flat, not every such curve was filed as active; inconclusive = small, poorly fitted or top-dose-only effect, or effect the other way, or a change in a side signal; inactive = no such curve, though single readings can be large or run the other way; the % refers to the signal ratio; also: potency is read from the fitted curve at half-maximal effect; % is scaled to controls: 0 for no effect and ±100 for the full control effect
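MBNL1-His + Biotin-(CUG)12, cpd titration 92 nM–58 uM; Tb anti-His Ab 0.055 ng/ul, SA-XL665 5 nM (final); 60 min RT; ratiometric 665/545 nm, Ex 340 nm; normalized to buffer and full-complex controls.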
Mito fusion yeast = blocks mitochondrial division or promotes mitochondrial fusion. S. cerevisiae fusion-defective mutant growth rescue, CellTiterGlo 48 h. Potency, µM (doses to about 46.1 µM), without a hit: at the top dose growth rescue (activation), actives largely listed as activators. hit rate 0.23% among 320,000;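 also: potency is read from the fitted curve at half-maximal effect; % of control where 0% means no effect; nearly all actives have a fitted effect of over 45% in size; temperature-sensitive fusion mutants such as fzo1-1 at 37 °C on non-fermentable ethanol glycerol medium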
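Temperature-sensitive fusion-defective S. cerevisiae (e.g. fzo1-1, mgm1-5) were grown with compound in YPEG medium (3% ethanol, 3% glycerol) for 48 hours at 37C. Growth rescue was measured as viability by CellTiterGlo luminescence after 10 minutes at ambient.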
PTAP TSG101 blk = blocks PTAP/TSG101 interaction to inhibit HIV-1 budding. 340,000 tested, under 10 active. Fluorescence polarization, FITC-PTAP peptide / Tsg101 binding. Potency, µM (doses to about 115 µM), for the others: at the highest dose activity change, negative = inhibition, actives largely listed as inhibitors. Q99816; active = well fitted inhibition curve with a large enough effect in the main read-out, with a control signal flat, not every such curve was filed as active; inconclusive = small, poorly fitted or top-dose-only effect, or effect the other way, or a change in a side signal; inactive = no such curve, though single readings can be large or run the other way; also: potency is read from the fitted curve at half-maximal effect; % of control where 0% means no effect
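Fluorescence polarization binding of Tsg101 binding domain (10 uM final) to FITC-labeled PTAP peptide (50 nM final) in HEPES pH 7.5 buffer with NaCl, Tween 20, EDTA, TCEP. Compounds added before peptide; binding 20 min at RT.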
AT treatment = potential ataxia-telangiectasia treatment. hit rate 0.19% among 320,000. Potency, µM (series often up to 57.5 µM), without a hit: at the highest dose activation, hits mostly activators. […] A-T fibroblasts, KAP-1 phosphorylation AlphaLISA; neocarzinostatin DNA damage 30 min before lysis; also: potency is read from the fitted curve at half-maximal effect; % of control where 0% means no effect; nearly all actives have a fitted effect of over 45% in size
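hTERT-immortalized A-T patient fibroblasts ([…]), 500 cells/well in OPTI-MEM, 1% FBS, got compounds for 60 min, then NCS for 30 min at 37C. Lysates were then assayed for phospho-KAP-1 by AlphaLISA (anti-pKAP1 donor, anti-KAP1 acceptor beads), 6 hr at 25C.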
Integrin act MD = activators of alpha7 integrin expression for muscular dystrophy; alpha7betagal myoblasts, beta-gal FDG fluorescence, 48 h; Potency, µM (titrated, usually from 38.3 µM), inactives show at the top dose activation, actives largely listed as activators; hit rate 0.064% among 350,000; AID 624291;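 also: potency is read from the fitted curve at half-maximal effect; 100% = response of the positive control SU9516; nearly all actives have a fitted effect of over 60% in size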
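alpha7betagal+/- myoblasts (passage 13, 250/well) treated 48 h at 37C with compounds at 1:260 dilution of DMSO stock. Lysed, then beta-galactosidase activity read as FDG fluorescence (ex 480/em 540) after 30 min, with pre-read for autofluorescence.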
TSHR antag = antagonists of human thyroid stimulating hormone receptor; P16473; TSHR-expressing cells, TSH-stimulated cAMP HTRF, 2 h; active compounds read low; activity change, negative = inhibition, % at 11.5 µM; hit rate 0.2% among 330,000; AID 504810;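 active = activity change below a set negative limit, meaning inhibition stronger than a set level, cut at about -70% in these data; inconclusive = activity change between two set negative limits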; also: % is scaled to controls: 0 for no effect and ±100 for the full control effect
Target sequence (P16473 whole entry, looked up): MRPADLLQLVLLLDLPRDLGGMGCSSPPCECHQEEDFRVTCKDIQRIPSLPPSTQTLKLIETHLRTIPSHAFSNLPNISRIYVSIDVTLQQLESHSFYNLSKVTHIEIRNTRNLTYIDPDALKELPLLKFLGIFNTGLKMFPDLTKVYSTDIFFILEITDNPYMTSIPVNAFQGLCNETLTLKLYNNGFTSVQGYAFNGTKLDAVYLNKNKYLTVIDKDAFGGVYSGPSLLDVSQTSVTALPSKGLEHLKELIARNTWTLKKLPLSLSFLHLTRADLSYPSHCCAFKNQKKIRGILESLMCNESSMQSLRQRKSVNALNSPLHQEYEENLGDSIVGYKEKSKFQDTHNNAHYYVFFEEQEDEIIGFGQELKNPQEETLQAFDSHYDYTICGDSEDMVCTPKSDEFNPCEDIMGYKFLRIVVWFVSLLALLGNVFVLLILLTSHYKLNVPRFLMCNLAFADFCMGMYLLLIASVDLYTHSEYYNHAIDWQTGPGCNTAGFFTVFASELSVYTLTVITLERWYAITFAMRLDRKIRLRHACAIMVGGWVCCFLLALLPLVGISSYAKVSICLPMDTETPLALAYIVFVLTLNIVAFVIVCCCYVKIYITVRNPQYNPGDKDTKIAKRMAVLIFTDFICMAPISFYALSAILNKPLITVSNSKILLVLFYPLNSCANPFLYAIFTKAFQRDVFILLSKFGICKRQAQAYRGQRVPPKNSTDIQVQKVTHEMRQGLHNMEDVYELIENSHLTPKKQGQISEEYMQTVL
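TSHR-expressing cells, 200/well, pre-treated with compound, then stimulated with EC80 TSH (4nM final) for 2 hours at 37 deg C. cAMP measured by competitive HTRF: anti-cAMP cryptate antibody in lysis buffer plus cAMP-d2, read after 30 minutes at room temperature.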
* marks the source's active call; other numbers are inactive results; ? = inconclusive; / = not tested or not shown; [ ] = remark or other dose. Unless noted, calls follow the shape of the dose curve; as a rule, active = well fitted curve in the direction sought with a large enough effect; inconclusive = small, poorly fitted or top-dose-only effect, or another doubt; inactive = no such curve, though single readings can be large; an effect the other way counts as inactive or inconclusive. Not all compounds are listed (hit frequency here may not be typical).

Compound	S-ASM inh	Menin-MLL TR inh	TCR activator	MLL CXXC-DNA inh	MBNL1-CUG inh	Mito fusion yeast	PTAP TSG101 blk	AT treatment	Integrin act MD	TSHR antag
Cc1cc(C)c(NC(=O)CS(=O)CC(=O)NC2CCCc3ccccc32)c(C)c1 (stereo not drawn)	-1%	8%	/	6%	4%	-1%	-14%	0%	-2%	0
O=C(OCC(=O)N(CCc1ccccc1)Cc1ccccc1)c1cccc(S(=O)(=O)N2CCOCC2)c1	3%	/	-1%	/	/	/	0%	/	-9%	/
Cc1ccc(N/C=C2\CCCCC2=O)c(C)c1	9%	-8%	2%	4%	-4%	-4%	0%	7%	?	-3
COCc1nnc(NC(=O)C2CC(=O)N(C3CCCC3)C2)s1 (stereo not drawn)	-1%	-1%	8%	21%	-8%	2%	3%	-8%	12%	-1
COc1cc(C(C(=O)NC2CCCCC2)N(C(=O)Cc2c[nH]c3ccccc23)c2ccc(C)cc2)cc(OC)c1OC (stereo not drawn)	-7%	-2%	0%[46.1 µM]	8%	/	-8%	-2%	-3%	25%	-2
COc1ccc(CCNC(=O)c2nn(C)cc2Cl)cc1	-2%	12%	0%	2%	-5%	4%	-1%	0%	?	-4
Cc1c(CNCCc2ccc(Cl)cc2)c(C(=O)O)c(C)n1-c1ccccc1	-5%	?	-2%	40%[activator]	2%	-9%	0%	-5%	-3%	-8
CCC1C(=O)N=C(SCC(=O)Nc2ccc(C(=O)OC)cc2)NC1=O (stereo not drawn)	-5%	-1%	1%	3%	10%	4%	-4%	-8%	7%	18
CNC(=O)c1[nH]nc2c1CCc1ccccc1-2	2%	11%	15%	4%	-3%	10µM*	-5%	-7%	6%	-3
CC(C)CCNC(=O)c1cc(-c2ccncc2)nc2ccc(S(=O)(=O)N3CCOCC3)cc12	0%	6%	2%	-2%	-10%	?	3%	-10%	-20%	6
COc1ccc2oc(C(=O)OCC(=O)NC(C)(C#N)C3CC3)c(C)c2c1 (stereo not drawn)	/	/	3%	/	/	-5%	-1%	2%	19%	-4
COc1ccc(Nc2nnc(SCC(=O)N3CC(=O)Nc4ccccc43)s2)cc1	-7%	2%	1%	6%	0%	-1%	-3%	-8%	-9%	5
CCOc1cccc(/C=N/NC(=O)c2ccc3c(c2)OCCO3)c1O	-6%	/	-1%	17%	?	-2%	1%	3%	-46%[inhibitor]	-11
COc1ccc(/C=C/C(=O)NC(C)CCc2ccccc2)cc1 (stereo not drawn)	-1%	1%	-5%[46.1 µM]	16%	-7%	?	-1%	-1%	-4%	-4
C#CCOCCOCCOCCNc1nc(N2CCN(C(=O)[C@H](CCC(=O)O)n3cc(C(N)CC(C)C)nn3)CC2)nc(N2CCN(C(=O)[C@H](Cc3cc4ccccc4[nH]3)n3cc(C(N)[C@H](C)CC)nn3)CC2)n1 (stereo partly drawn)	12%	?	-14%	-20%	-10%	2%	/	1%	-8%	3
Cc1cccc(C(=O)NNC(=O)c2c(-c3ccccc3Cl)noc2C)c1O	-4%	/	0%	5%	-1%	8%	1%	3%	0%	-9
COCCCn1c(SCC(=O)Nc2ccc(C(C)=O)cc2)nc2ccccc2c1=O	-2%	-13%	3%	4%	2%	-9%	-4%	28%	-11%	-3
CS(=O)(=O)N1CCC(C(=O)N2CCN(c3ccc(F)cc3)CC2)CC1	-3%	-12%	/	-4%	-2%	-5%	-2%	-1%	0%	2
CCOc1ccc(C(=O)Nc2cc(=O)n(C)c(=O)n2C)cc1	-4%	/	-1%	/	/	/	-2%	/	24%	/
O=C(NC1=NCCS1)C1CCN(S(=O)(=O)c2ccccc2C(F)(F)F)CC1	-7%	/	12%	/	/	0%	-12%	5%	2%	-11
O=[N+]([O-])c1ccc(S(=O)(=O)NCC2CCCO2)cc1 (stereo not drawn)	0%	12%	-3%[46.1 µM]	7%	/	-2%	-3%	-3%	8%	3
CCN(C(=O)COC(=O)CCCc1c[nH]c2ccccc12)c1c(N)n(Cc2ccccc2)c(=O)[nH]c1=O	-1%	/	-2%	/	/	/	0%	/	-7%	/
Cc1cc(C)cc(OCC(=O)Nc2cccc(C(=O)O)c2)c1	10%	-10%	6%	-20%	-13%	-2%	5%	/	19%	-10
COc1cc2ncnc(NCc3ccc(Cl)cc3)c2cc1OC	-9%	7%	7%	-3%	0%	-2%	-6%	5%	32%	2
CCCCOc1c(Br)cc(/C=N/O)cc1OCC	-9%	46%[activator]	-4%[46.1 µM]	4%	?	?	-7%	/	17%	-5

An excerpt from above, showing only MBNL1-CUG inh, Mito fusion yeast and TCR activator:
| canonical_smiles | MBNL1-CUG inh | Mito fusion yeast | TCR activator |
| --- | --- | --- | --- |
| Cc1c(CNCCc2ccc(Cl)cc2)c(C(=O)O)c(C)n1-c1ccccc1 | 2% | -9% | -2% |
| CCC1C(=O)N=C(SCC(=O)Nc2ccc(C(=O)OC)cc2)NC1=O (stereo not drawn) | 10% | 4% | 1% |
| CNC(=O)c1[nH]nc2c1CCc1ccccc1-2 | -3% | 10µM* | 15% |

The listing picks up, repeating the two entries before the break.
Compound	S-ASM inh	Menin-MLL TR inh	TCR activator	MLL CXXC-DNA inh	MBNL1-CUG inh	Mito fusion yeast	PTAP TSG101 blk	AT treatment	Integrin act MD	TSHR antag
COc1cc2ncnc(NCc3ccc(Cl)cc3)c2cc1OC	-9%	7%	7%	-3%	0%	-2%	-6%	5%	32%	2
CCCCOc1c(Br)cc(/C=N/O)cc1OCC	-9%	46%[activator]	-4%[46.1 µM]	4%	?	?	-7%	/	17%	-5
Cc1ccc(C(=O)C2=C(O)C(=O)N(CC3CCCO3)C2c2ccccc2F)o1 (stereo not drawn)	-5%	-11%	-7%	4%	25%	2%	0%	7%	-17%	21
CCN(CC)S(=O)(=O)c1cc(C(=O)Nc2cccnc2)ccc1Cl	4%	2%	5%	4%	-4%	-1%	-1%	3%	1%	24
CCCN1CC(=O)N2Cc3[nH]c4ccccc4c3C[C@H]2C1=O	4%	-9%	14%	-4%	-6%	-3%	1%	4%	-12%	0
Cc1ccc(S(=O)(=O)N2CCOCC2)cc1NC(=O)CSc1n[nH]c(N)n1	4%	2%	-7%	2%	-3%	1%	-4%	0%	1%	-6
CC(C)c1c(C(=O)N/N=C/c2ccc(OCc3ccccc3)cc2)nnn1-c1nonc1N	?	?	10%	-5%	1%	2%	-1%	9%	1%	-22
Cc1cccc(NC(=O)CN(CC2CCCO2)C(=O)c2ccc(S(C)(=O)=O)cc2)c1C (stereo not drawn)	/	/	0%	/	/	9%	-2%	1%	2%	-4
COc1cc(/C=C2\SC(=S)N(CC(=O)Nc3ccc(O)cc3)C2=O)cc(OC)c1OC	-3%	-9%	-3%	4%	-1%	1%	2%	-4%	-17%	-9
CCC(C)[C@H]1COCCS(=O)(=O)N1Cc1ccccc1F (stereo partly drawn)	-8%	7%	-1%	-5%	2%	0%	-5%	4%	18%	14
O=S(=O)(NCCC1=CCCCC1)c1ccc(OC(F)(F)F)cc1	-6%	/	7%	/	/	26%	-3%	1%	-1%	-18
CCNC(=O)/C(C#N)=C/c1c(N2CCCCCC2)nc2c(C)cccn2c1=O	-2%	?	2%	-30%	?	-9%	-3%	-23%	-13%	-4
CC(C)C(NC(=O)c1ccc(Cl)cc1)C(=O)NC1=NCCS1 (stereo not drawn)	5%	6%	-5%	14%	-4%	10%	-4%	/	23%	-2
Cc1ccc(-n2nc(C)c3c(C)c(CCC(=O)NCc4ccco4)c(C)nc32)cc1	-9%	-1%	-3%	-1%	23%	1%	-6%	-3%	8%	-11

Compound activity from PubChem BioAssay.
